TRPC4 act: opens the mouse TRPC4 cation channel; B-score at 10 µM; Q9QUQ5; hit rate 0.49% among 310,000; HEK293 TRPC4beta/mu-opioid, Fluo4 calcium fluorescence; stronger effect = higher value; AID 2237;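 active means B-score above 5 SD of library B-scores, and initial fluorescence ratio not above library mean plus 5 SD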;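 further: positive B-score marks a calcium rise read as TRPC4 activation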
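system = HEK293 cells stably co-expressing mouse TRPC4beta and mu-opioid receptor | schedule = Fluo4 dye loading 45 min at room temperature, 110 s recording | measure = B-scored integrated calcium fluorescence ratio | signal = Fluo4 calcium-sensitive dye fluorescence, kinetic, 1 Hz baseline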
MrgX1 PAM: allosterically activates human MrgX1 receptor signaling | AID 588675 | MrgX1-HEK293, Fluo-4 calcium flux, FDSS; stronger effect = higher value | Q96LB2 | B-score at 10 µM | hit rate 0.63% among 310,000;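 active means plate-corrected calcium response at least 3 library SD above typical, normal starting fluorescence, not activating the receptor alone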;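 further: compound read alongside a low EC10 to EC30 dose of BAM8-22 agonist; peak minus trough fluorescence over baseline measured at the second addition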
Target sequence (Q96LB2 whole entry, looked up): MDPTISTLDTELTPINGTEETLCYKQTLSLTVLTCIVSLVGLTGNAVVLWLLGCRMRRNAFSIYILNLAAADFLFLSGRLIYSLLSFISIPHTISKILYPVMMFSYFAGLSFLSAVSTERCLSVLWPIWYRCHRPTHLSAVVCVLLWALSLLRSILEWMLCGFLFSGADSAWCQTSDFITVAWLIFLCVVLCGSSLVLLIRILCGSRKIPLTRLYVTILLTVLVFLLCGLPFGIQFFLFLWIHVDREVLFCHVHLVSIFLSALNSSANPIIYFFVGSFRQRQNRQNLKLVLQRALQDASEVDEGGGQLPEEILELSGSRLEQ
MrgX1 antag: blocks BAM8-22 activation of human MrgX1 receptor. B-score at 10 µM. AID 588676. Q96LB2. hit rate 1.3% among 310,000. MRGX1-HEK293 calcium flux, Fluo-4, BAM8-22 antagonism; stronger effect = lower value;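 active means calcium-response B-score plate-corrected more than 3 library SD below zero, starting fluorescence within 5 deviations, no agonist response on first addition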;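 further: peak minus trough fluorescence over baseline after final BAM8-22 challenge near maximal dose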
RGS4 inh: human RGS4 inhibition. AID 463165. P49798. B-score at 10 µM. HEK293 M3R/RGS4 inducible, Fluo-4 calcium flux; stronger effect = higher value; triggered by carbachol at its EC20. hit rate 0.45% among 310,000;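 active means B-score, a plate-corrected calcium signal, over three deviations above library mean, with baseline fluorescence within five deviations of library mean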;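 further: RGS4 expression induced by doxycycline in cells with stable M3 receptor; B-score is computed from the integrated fluorescence ratio over baseline after carbachol; higher B-score means a larger calcium signal and so more RGS4 inhibition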
Target sequence (P49798 whole entry, looked up): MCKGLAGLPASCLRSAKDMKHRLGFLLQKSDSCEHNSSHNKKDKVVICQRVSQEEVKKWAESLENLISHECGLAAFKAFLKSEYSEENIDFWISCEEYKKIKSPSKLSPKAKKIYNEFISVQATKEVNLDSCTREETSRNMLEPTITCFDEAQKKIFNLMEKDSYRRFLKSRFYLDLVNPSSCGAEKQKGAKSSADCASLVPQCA
TRPC4 block: TRPC4 (mouse) channel inhibition. Q9QUQ5. AID 2247. B-score at 10 µM. HEK293 TRPC4beta/mu-opioid, DAMGO-evoked Fluo4 calcium flux; stronger effect = lower value. hit rate 0.39% among 300,000;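 active means B-score over 3 SD under the library average, no early fluorescence shift, positive overall ratio signal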
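material = TRPC4beta/mu-opioid receptor HEK293 cell line | probe or stimulus = sequential submaximal and maximal DAMGO stimulation | compound dosing = one concentration per compound | measured by = Fluo4 Ca2+ flux fluorescence | evaluation = integrated fluorescence ratio relative to baseline, converted to per-well B score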
TRPC6 act: mouse TRPC6 channel activation; HEK293-TRPC6 membrane potential dye fluorescence; stronger effect = higher value; B-score at 10 µM; hit rate 0.13% among 310,000;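 active means B-score of the integrated fluorescence ratio above library mean plus 3 SD, and starting fluorescence ratio within library mean plus 5 SD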;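 further: higher score means more depolarization so channel activation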
TRPC6 inh: blocks the mouse TRPC6 cation channel. Q61143. HEK293-TRPC6, membrane potential dye, ACh-evoked depolarization; stronger effect = lower value. B-score at 10 µM. hit rate 1.1% among 310,000;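 active means B-score under library mean minus 3 SD, initial fluorescence not abnormally high, positive integrated signal ratio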;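 further: B-score derived from integrated fluorescence ratio over the kinetic read; more negative B-score means stronger inhibition of depolarization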
TMEM16A act: activators or potentiators of mouse TMEM16A chloride channel. Q8BHY3. HEK293 TMEM16A/YFP-H148Q/I152L, iodide quench fluorescence; stronger effect = lower value. B-score at 10 µM. hit rate 0.3% among 340,000. AID 623877;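 active means fluorescence-ratio B-score plate-corrected deviation score at least 3 library SD below zero, with starting fluorescence score within 5 deviations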;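 further: channel opened by trigger with iodide after compound preincubation; score built on the fluorescence ratio of max minus min over baseline; more negative score means more quench and so TMEM16A activation or potentiation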
MrgX1 ag: activates human MrgX1 receptor signaling | B-score at 10 µM | hit rate 0.44% among 310,000 | AID 588627 | Q96LB2 | MrgX1-HEK293 cells, Fluo-4 calcium fluorescence, agonist mode; stronger effect = higher value;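 active means calcium response B-score plate-corrected fluorescence ratio at least 3 library SD, with starting fluorescence B-score inside 5 SD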
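Material: HEK293 cells stably expressing human MrgX1 receptor | Quantity: 15,000 cells per well | Times: Cells plated overnight, dye loaded 0.5 h 37 °C, 0.5 h room temperature | Measured by: Kinetic Fluo-4 NW fluorescence of intracellular calcium | Control set: Positive and negative controls per plate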
TRPC4 PAM: TRPC4 (mouse) allosteric potentiation. Q9QUQ5. B-score at 10 µM. HEK293 TRPC4beta/mu-opioid, DAMGO EC20, Fluo-4 Ca2+ flux; stronger effect = higher value. hit rate 0.42% among 310,000;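 active means B-score of calcium response area above 5 SD of library B-scores, with initial fluorescence ratio within 5 SD of library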;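 further: B-score of integrated fluorescence ratio over time as area under calcium response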
ANO1 block: inhibitors of mouse TMEM16A calcium-activated chloride channel | Q8BHY3 | normalized B-score (activity score, 25-100; higher = stronger inhibition) at 10 µM | HEK293 TMEM16A/YFP iodide influx fluorescence, ionomycin | hit rate 1.2% among 310,000;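 active means ratio plate-corrected score three or more library SD toward inhibition, starting fluorescence score within five deviations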;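 further: score derived from kinetic fluorescence span divided by baseline fluorescence per well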
Starred values were filed as active, the others as inactive; i = inactive; . = no result given. The order is random (roughly 5.8% active in at least one column).

mol	TRPC4 block	TRPC4 act	RGS4 inh	MrgX1 ag	TMEM16A act	MrgX1 antag	TRPC6 act	MrgX1 PAM	TRPC4 PAM	ANO1 block	TRPC6 inh
O=c1oc2ccccc2n1Cc1ccccc1	i	i	i	i	i	i	i	i	i	i	i
CS(=O)(=O)N1CCC(C(=O)Nc2cc(C(F)(F)F)ccc2Cl)CC1	i	i	i	i	i	i	i	i	i	i	i
CCOP(=O)(c1ccccc1)C(O)c1ccc(Br)cc1 (configuration not stated)	i	i	i	i	i	i	i	i	i	i	i
CC(CCc1ccccc1)NC(=O)CN1CCSc2ccccc21 (configuration not stated)	i	i	i	i	i	i	i	i	i	i	i
COc1ccccc1CN1CCN(S(=O)(=O)c2ccccc2)CC1	i	i	i	i	i	i	i	i	i	i	i
CN(Cc1nc2ccccc2s1)C(=O)c1ccc(F)cc1	i	i	i	i	i	i	i	i	i	i	i
COc1ccc(CCN=C(N)NS(=O)(=O)c2cc(F)ccc2F)cc1	i	i	i	i	i	i	i	i	i	i	i
Cc1[nH]nc(SCC(=O)Nc2ccc(C#N)cc2)c1[N+](=O)[O-]	i	i	i	i	i	i	i	i	i	i	i
Cc1ccc(N(CN2C(=O)c3ccccc3C2=O)C(=O)c2ccc([N+](=O)[O-])cc2[N+](=O)[O-])cc1	i	i	i	i	i	i	i	i	i	i	i
COCCCNC(=O)Cn1c(=O)n(CCCCCC(=O)NCc2ccc3c(c2)OCO3)c(=O)c2sccc21	i	i	i	i	i	i	i	i	i	i	i
COCc1[nH]nc2c1C(c1ccccc1Cl)C(C#N)=C(N)O2 (configuration not stated)	i	i	i	i	.	i	i	i	i	i	i
CCC(COC(=O)Nc1cccc(C)c1C)NC(=O)OCC(C)C (configuration not stated)	i	i	i	i	i	i	i	i	i	i	i
CCn1c(SCC(=O)Nc2c(C#N)cnn2-c2ccccc2)nnc1-c1cccs1	i	i	i	i	i	i	i	i	i	i	i
CCCCOC(=O)c1[nH]c(C)c(C(=O)OC)c1C	i	i	i	i	i	i	i	i	i	i	i
Cc1ccc(O)c(NC(=S)NC(=O)C(C)C)c1	i	i	i	i	i	i	i	i	i	i	i
CN(C)C(CNC(=O)CNC(=O)c1ccc2ccccc2c1)c1ccccc1 (configuration not stated)	i	i	i	i	i	i	i	i	i	i	i
CSc1nc2oc3c(c2c2nncn12)CC(C)(C)SC3	i	i	i	i	i	i	i	i	i	i	i
COC(=O)N/N=C/c1cn(CCOc2ccccc2)c2ccccc12	i	i	i	i	i	i	i	i	i	i	i
COc1cccc(C(=O)NN/C(C)=C/C(=O)C(F)(F)C(F)(F)C(F)(F)F)c1	i	i	i	i	i	i	i	i	i	i	i
COc1ccc(C2N(c3cc(C)on3)C(=O)C3CCCN32)cc1OC (configuration not stated)	i	i	i	i	i	i	i	i	i	i	i
COc1ccc(-c2cc(N)n(CCC#N)n2)c(OC)c1	i	i	i	i	i	i	i	i	i	i	i
CNS(=O)(=O)c1cccc(C(=O)NNC(=O)c2ccc(COc3ccccc3)cc2)c1	i	i	i	i	i	i	i	i	i	i	i
COc1ccc(NC2=CC(=O)N(C)C2=O)cc1	i	i	i	i	i	i	i	i	i	i	i
O=C(O)C1=C[C@H](c2coc3ccccc3c2=O)C[C@H](OCc2ccc(CO)cc2)O1	i	i	i	i	i	i	i	i	i	i	i
O=C1CCCN2N=C(SCC(=O)Nc3ccccc3C(F)(F)F)SC2=N1	i	i	i	i	i	i	i	i	i	i	i
O=[N+]([O-])c1ccc(CSC2=NCCN2)cc1	i	i	i	i	i	i	i	i	i	i	i
CN(CC(=O)NC(=O)NCc1ccccc1)Cc1cccc(Cl)c1Cl	i	i	i	i	i	i	i	i	i	i	i
O=C(Nc1nc2ccccc2s1)C1=NN(c2ccccc2)C(=O)CC1	i	i	i	i	i	i	i	i	i	i	i
O=C(O)CCN1CCN(S(=O)(=O)c2ccc3ccccc3c2)CC1	i	i	i	i	i	i	i	i	i	i	i
Cc1cc(Cl)c(S(=O)(=O)Nc2ccc(S(=O)(=O)N3CCOCC3)cc2)cc1OCC(N)=O	i	i	i	i	i	i	i	i	i	i	i
Cc1cc(C)c(S(=O)(=O)Nc2cnc3ccccc3c2)c(C)c1	i	i	i	i	i	i	i	i	i	i	i
Cc1ccc(C)c(S(=O)(=O)NC(CC(C)C)C(=O)O)c1 (configuration not stated)	i	i	i	i	i	i	i	i	i	i	i
CC(NS(=O)(=O)c1ccccc1)C(N)=O (configuration not stated)	i	i	i	i	i	i	i	i	i	i	i
CCOn1c(=O)c(-c2ccc(F)cc2)[n+]([O-])c2ccccc21	i	i	i	i	i	i	i	i	i	i	i
CCCC(=O)Nc1ccc(Cl)c(NC(=S)NC(=O)C(C)C)c1	i	i	i	i	i	i	i	i	i	i	i
CCOC(=O)c1cc(NC(=O)c2ccccc2)c(=O)n2c1oc1ccccc12	i	i	i	i	i	i	i	i	i	i	i
Cc1cc(C)nc(NC2=NC3CCCCC3N2)n1 (configuration not stated)	i	i	i	i	i	i	i	i	i	i	-8.95*
Cc1onc(-c2ccccc2)c1C(=O)N1CCN(c2ccccc2F)CC1	i	i	i	i	i	i	i	i	i	i	i
CCOc1ccc(NC(=S)c2ccc3ccccc3n2)cc1	i	i	i	i	i	i	i	i	i	i	i
O=C1CCCC/C1=C/NCc1ccc(F)cc1	i	i	i	i	i	i	i	i	i	i	i
O/N=C/c1cn(-c2ccccc2)nc1-c1cccnc1	i	i	i	i	i	i	i	i	i	i	i
Cc1ccccc1CNc1ccc(C(CC(N)=O)NC(=O)c2ccccc2)cc1[N+](=O)[O-] (configuration not stated)	i	i	i	i	i	i	i	i	i	i	i
CO/N=C(\Cn1ncc(N2CCOCC2)c(Br)c1=O)c1ccc(Cl)cc1	i	i	i	i	i	i	i	i	i	i	i
CN1C2CCC1CC(NS(=O)(=O)c1cccc(C(F)(F)F)c1)C2 (configuration not stated)	i	i	i	i	i	i	i	i	i	i	i
Cc1ccc(N2CCN(/N=C/c3cccnc3)CC2)cc1	i	i	i	i	i	i	i	i	i	i	i
O=C(Nc1cccc(Cl)c1)c1cc(S(=O)(=O)NCCc2ccc(Cl)cc2)ccc1F	i	i	i	i	i	i	i	i	i	i	i
Cc1noc(C)c1COC(=O)[C@@H](NC(=O)c1ccccc1Cl)C(C)C	i	i	i	i	i	i	i	i	48*	i	i
COc1ccccc1NC(=O)c1cc(S(=O)(=O)N2CCCCCC2)ccc1F	i	i	i	i	i	i	i	i	i	i	i
CC(=O)N1C(=O)c2cccc3cccc(c23)C(=O)N1C(C)=O	i	i	i	i	.	i	i	i	i	i	i
O=S(=O)(NC1=NCCC1)c1cccs1	i	i	i	i	i	i	i	i	i	i	i
CC(Cl)C(=O)c1ccc2c(c1)CCN2C(=O)C1CC1 (configuration not stated)	i	i	i	i	i	i	i	i	i	i	i
Cc1ccc(S(=O)(=O)NNC(=S)NC(=O)c2ccc([N+](=O)[O-])cc2)cc1	i	i	i	i	i	i	i	i	i	i	i
O=C(/C=C/NCC(=O)c1ccccc1)c1ccc(Br)cc1	i	i	i	i	i	i	i	i	i	i	i
O=c1[nH]c(CSc2ncccn2)nc2c1cnn2-c1ccccc1	i	i	i	i	i	i	i	i	i	i	i
CC(NC(=O)COc1ccc([N+](=O)[O-])cc1)c1ccccc1 (configuration not stated)	i	i	i	i	i	i	i	i	i	i	i
Cc1ccc(NC(=O)c2ncc(Cl)c(Cl)c2Cl)cc1C	i	i	i	i	i	i	i	i	i	i	i

Remaining list, next part
mol	TRPC4 block	TRPC4 act	RGS4 inh	MrgX1 ag	TMEM16A act	MrgX1 antag	TRPC6 act	MrgX1 PAM	TRPC4 PAM	ANO1 block	TRPC6 inh
O=C(COc1ccccc1)NCC(=O)N1CCCC1	i	i	i	i	i	i	i	i	i	i	i
O=C(O)c1cccc(Oc2cccc(Cl)n2)c1	i	i	i	i	i	i	i	i	i	i	i
N#Cc1cc([N+](=O)[O-])cnc1Nc1ccccc1	i	i	i	i	i	i	i	i	i	i	i
CN(Cc1nccs1)C(=O)C1CCC(=O)N(CCCc2ccccc2)C1 (configuration not stated)	i	i	i	.	i	.	i	.	i	.	i
CC(=O)Nc1ccc(S(=O)(=O)NC2Cc3ccccc3C2)cc1	i	i	i	i	i	i	i	i	i	i	i
O=C(NCc1ccc(F)cc1)N1CCN(S(=O)(=O)c2ccccc2F)CC1	i	i	i	i	i	i	i	i	i	i	i
COc1ccc(Br)cc1C(=O)NC(=S)Nc1ccc(CN2CCOCC2)cc1	i	i	i	i	i	i	i	i	i	i	i
CC1(C)[C@@H](O)CC[C@]2(C)[C@H]3C(=O)C=C4[C@@H]5C[C@@](C)(C(=O)O)CC[C@]5(C)CC[C@@]4(C)[C@]3(C)CC[C@@H]12	i	i	i	i	i	i	i	i	i	i	i
CCOC(=O)N1CCN(C(=O)c2ccc(N3CCCC3=O)cc2)CC1	i	i	i	i	i	i	i	i	i	i	i
CC1CCCC(NC(=O)CCCn2c(=O)[nH]c3cc(Cl)ccc3c2=O)C1C (configuration not stated)	i	i	i	i	i	i	i	i	i	i	i
COc1ccccc1OCC(=O)Nc1ccccc1C(=O)NCc1ccco1	i	i	i	i	i	i	i	i	i	i	i
NC(=O)Nc1ccc(Cl)cc1	i	i	i	i	i	i	i	i	i	i	i
Cn1cnnc1SCC(=O)NC1CCCCC1	i	i	i	i	i	i	i	i	i	i	i
c1ccc(-c2csc3ncnc(-n4cnc5ccccc54)c23)cc1	i	i	i	i	i	i	i	i	i	i	i
